Assay outcomes: PubChem, several laboratories
iPSC survival up: increases survival of single human iPS cells; 0.044% of 360,000 active; hiPSC single-cell survival, ATPlite luminescence; 100% = ROCK inhibitor wells, 0% = DMSO; survival enhancement, % at 20 µM; in the data active = survival enhancement above about 18%;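 also: cells exposed to compounds for 16 hours before the ATP read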
MC4R antag cAMP: human MC4R antagonism in cAMP assay. AID 540295. P32245. inhibition, % at 6.5 µM. 0.48% of 360,000 active. MC4R-expressing cells, MTII-stimulated cAMP, LANCE TR-FRET;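 active = inhibition above its plate's cutoff, the mean of tested wells on that plate plus 3 SD, cut at about 29% in these data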;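 also: 0% = Melanotan II alone and 100% = Melanotan II plus saturating MCL0020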
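System: U2OS-MC4R stable cell line; Technique: Eu-cAMP/anti-cAMP TR-FRET, emission 671 nm; Repeats: single well per compound; Also added: Melanotan II; Dosing: one concentration, 6.5 µM nominal; Schedule: 30-min compound, 1-h challenge, 1-h detection, room temperature.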
N-glyco inh: N-linked glycosylation inhibition. AID 588692. reporter increase, % at 12.5 µM. D54 ERlucT glycosylation luciferase reporter, 24 h; percent of 100 nM tunicamycin response. 0.23% of 360,000 active;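 active = mean luciferase reporter signal, scaled so untreated is 0 and the glycosylation-blocking control 100, at or above a set limit in every replicate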;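 also: luciferase carries N-glycosylation sites so blocking glycosylation raises the light; 0% = median of neutral control wells and 100% = median of 100 nM tunicamycin wells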
ABHD5-PLIN5 inh: inhibitors of human ABHD5-perilipin-5 interaction; AID 602281; Split G. princeps luciferase complementation, luminescence, 4 h; inhibition, % at 4 µM; 0.78% of 360,000 active; Q00G26+Q8WTS1;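 active = inhibition above the mean inhibition across every tested compound plus 3 SD, cut at about 22% in these data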;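 also: 0% = DMSO only wells and the 100% control is not disclosed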
Target sequence (Q00G26 whole entry, looked up): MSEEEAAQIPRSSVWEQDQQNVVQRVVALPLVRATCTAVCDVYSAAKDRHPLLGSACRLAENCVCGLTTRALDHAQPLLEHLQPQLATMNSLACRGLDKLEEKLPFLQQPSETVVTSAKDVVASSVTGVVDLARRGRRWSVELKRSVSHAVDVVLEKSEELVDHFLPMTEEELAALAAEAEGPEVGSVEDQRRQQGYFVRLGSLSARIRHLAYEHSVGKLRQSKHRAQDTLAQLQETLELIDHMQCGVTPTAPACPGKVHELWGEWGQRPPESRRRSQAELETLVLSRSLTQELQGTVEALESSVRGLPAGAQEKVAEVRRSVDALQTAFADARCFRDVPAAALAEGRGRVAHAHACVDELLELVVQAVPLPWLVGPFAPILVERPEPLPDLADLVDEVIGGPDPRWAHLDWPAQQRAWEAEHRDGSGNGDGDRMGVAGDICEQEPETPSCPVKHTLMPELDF
Target sequence (Q8WTS1 whole entry, looked up): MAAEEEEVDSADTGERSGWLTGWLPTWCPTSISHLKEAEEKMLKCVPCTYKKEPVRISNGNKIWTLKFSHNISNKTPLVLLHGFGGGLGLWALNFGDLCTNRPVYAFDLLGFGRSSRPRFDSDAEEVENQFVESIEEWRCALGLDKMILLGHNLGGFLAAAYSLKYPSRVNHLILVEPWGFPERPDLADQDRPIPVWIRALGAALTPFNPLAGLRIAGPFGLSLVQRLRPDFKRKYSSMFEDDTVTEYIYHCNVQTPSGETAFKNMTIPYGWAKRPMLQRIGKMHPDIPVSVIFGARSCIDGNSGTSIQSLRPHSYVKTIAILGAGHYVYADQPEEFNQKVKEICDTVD
Cardio protect: protects H9c2 cardiomyocytes from peroxide injury | H2O2 injury protection, ATPLite, 2 h | protection from H2O2 cell death, % at 20 µM | 0.63% of 360,000 active;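 active = compounds giving at least 50% protection of heart cells from peroxide-induced death in the single-dose screen, raw or plate-pattern-corrected value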;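 also: 0% = DMSO wells with peroxide and 100% = DMSO wells without peroxide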
Exocytosis inh: blocks lytic granule exocytosis; 0.66% of 360,000 active; TALL-104 LAMP-1 surface exposure, flow cytometry; cells stimulated with thapsigargin and PMA; inhibition, % at 10 µM;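 active = inhibition above about 55%, limit read from the data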
ABCB6 inh 2: blocks the human ABCB6 transporter; AID 602162; Q9NP58; 0.19% of 360,000 active; fluorescence ratio to DMSO, % at 10 µM; K562-ABCB6 porphyrin accumulation, flow cytometry, 1 h; active compounds read low;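 active = fluorescence ratio to DMSO below 75%, the collection mean minus 3 SD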;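 also: signal is porphyrin accumulated inside mitochondria; 100% equals median channel fluorescence of DMSO control wells; lower ratio means ABCB6 inhibition with less porphyrin fluorescence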
HTR2A ag: activates the mouse 5-HT2A serotonin receptor. P35363. CHO-K1 mHTR2A beta-arrestin complementation, luminescence; percent of 30 µM serotonin response. activation, % at 7.6 µM. 0.66% of 360,000 active. AID 624169;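 active = activation above a run cutoff, the mean activation of all tested compounds plus 3 SD, cut at about 14% in these data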;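 also: 0% = plate median of compound wells and 100% = 30 µM serotonin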
MC4R ag barr: human MC4R agonism via beta-arrestin; P32245; U2OS MC4R beta-arrestin complementation, luminescence; percent of melanotan II response, DMSO zero; activation, % at 8.9 µM; 0.98% of 360,000 active;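 active = activation above a per-plate cutoff, the mean activation of sample wells on that plate plus 3 SD, cut at about 8% in these data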
aDG glyco up: alpha-DG glycosylation activation | AID 624168 | activation, % at 10 µM | 0.22% of 360,000 active | Pro5-aDG cells, alpha-DG glycosylation AlphaScreen (IIH6); 0% Pro5, 100% B10-LARGE cell signal;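 active = activation of at least 8% versus controls, or a plate z-score of at least 8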;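 also: Pro5 are CHO cells carrying HIG-tagged alpha-DG that lacks glycosylation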
The depositor's hits bear a star; · = not tested or not shown. No enrichment for hits. Share with any hit: about 4.5%.

Fields – iPSC survival up, MC4R antag cAMP, N-glyco inh, ABHD5-PLIN5 inh, Cardio protect, Exocytosis inh, ABCB6 inh 2, HTR2A ag, MC4R ag barr, aDG glyco up
- O=C(O)COc1ccccc1/C=N/NC(=O)Cc1csc(Nc2cccc(C(F)(F)F)c2)n1
→ -0.5, -15, 0, 1, -8, -1, 94, 2, -1.3, -0.2
- CCC(=O)N(CCc1ccccc1C)Cc1cc2cc3c(cc2[nH]c1=O)OCO3
→ 3.1, -8, 3, -5, 13, -3, 96, 0, 0.0, -0.3
- CCC(C)c1ccc(OCCCCN2CCOCC2)cc1 (stereo not drawn)
→ -2.7, 0, 1, 5, -2, -2, 94, 5, -0.3, 0.8
- Cc1ccc(NC(=O)CS(=O)CC(=O)N(c2ccccc2F)C(C)C(=O)NC2CCCC2)cc1 (stereo not drawn)
→ -0.2, 11, 2, -6, -2, -10, 111, 0, 0.1, -0.1
- CCOc1ccc2c(c1)c1nnc(SCC(=O)N3CCC(C)CC3)nc1n2C
→ 2.1, -5, 3, 0, 5, 10, 93, -3, -1.2, -0.2
- COC(=O)c1ccccc1Nc1ccccc1
→ -2.2, 3, 0, -1, -4, -2, 95, -2, 0.2, 0.3
- COc1ccc(C2CC3(O)NC(=O)C(C#N)(C3C)C2(C#N)C#N)cc1 (stereo not drawn)
→ 1.8, 11, 1, -4, 4, -6, 94, 3, -1.5, 0.2
- CC12CCC(C(=O)NCc3ccc4c(c3)OCO4)(OC1=O)C2(C)C (stereo not drawn)
→ 0.3, 5, 0, 1, 9, -1, 92, 0, -0.5, 0.1
- CS(=O)(=O)N(CC(=O)N1CCCCC1)c1cccc(F)c1
→ 0.7, 14, -1, -5, -2, -4, 101, -4, -2.3, -0.3
- COc1cccc(NC(=S)N2CCCN(Cc3ccc(F)cc3)C2)c1
→ -0.6, -3, -2, 12, 4, -2, 98, 5, 2.5, -0.1
- Cc1nn(C)c(C)c1CCC(=O)N1CCCC(C(=O)c2cccc(OC(C)C)c2)C1 (stereo not drawn)
→ 0.1, 2, 0, 6, 2, -3, 97, -1, -0.4, 0.3
- CN(C)CCCNC(=O)c1cc(C(=O)Cc2ccccc2)c[nH]1
→ -2.1, -2, 3, 6, 7, -2, 91, -2, 1.5, 0.3
- CC1CCCCC1NCC(=O)Nc1ccccc1C(=O)Nc1ccccc1 (stereo not drawn)
→ 2.3, -1, -6, -2, -7, 1, 100, 6, 3.0, 0.4
- CC(=O)N1CCOc2ccc(S(=O)(=O)NCCc3cccc(C)c3)cc21
→ 0.0, 14, 1, -3, -4, 11, 100, -8, -2.2, 0.3
- O=C(NC1CCCCC1)C(c1ccco1)N(C(=O)C(F)(F)F)C1CC1 (stereo not drawn)
→ 8.1, 5, -1, -2, -6, 1, 98, 2, 1.7, 0.4
- CCCCCCn1cc(CN2CC(N3CCN(CCO)CC3)CS2(=O)=O)nn1 (stereo not drawn)
→ 2.2, ·, ·, -2, ·, -5, 98, 2, ·, -0.1
- O=C(NCc1ccco1)C1CCCN(c2nnc(-n3cccc3)s2)C1 (stereo not drawn)
→ -0.3, 3, 0, 0, 4, 2, 95, 1, 0.6, -0.3
- Nc1nc(NCCN2CCOCC2)nc(NCc2ccccc2)c1[N+](=O)[O-]
→ -0.4, -4, -3, 5, 40, 17, 98, 0, -2.2, -0.2
- COc1cccc(CNC(=O)CCl)c1
→ 2.6, 4, 3, 0, -1, 0, 97, -4, -4.3, -0.1
- CC(C)(C)c1cc(C(=O)NCc2ccco2)ccn1
→ 1.5, 2, -2, 3, 2, 0, 101, -1, -2.8, 0.0
- Cc1nn(CC(=O)Nc2ccc(C(=O)N3CCCC3)cc2)c(=O)c2ccccc12
→ -0.9, 8, 1, 7, -2, 6, 96, 0, 1.3, 0.0
- CC(NC(=O)CSc1ccc(S(=O)(=O)N2CCOCC2)cn1)c1ccc(Cl)cc1Cl (stereo not drawn)
→ -1.1, 9, 0, 6, -6, -5, 99, 2, 0.1, 0.0
- COc1ccc(NC(=S)Nn2cnnc2)cc1OC
→ 8.7, 11, 1, -8, -6, -1, 96, 0, 1.4, -0.2
- CCN(CCNC(=O)CC1Oc2ccccc2NC1=O)c1ccccc1 (stereo not drawn)
→ 7.5, 2, 0, -3, -5, -5, 108, -8, -1.3, 0.2
- NCCNc1ccc([N+](=O)[O-])c(NC2CC2)c1
→ -0.6, 2, 0, -1, 26, -8, 96, -2, -0.9, -0.5

Eleven entries from above, bar-delimited.
Compound | iPSC survival up | MC4R antag cAMP | N-glyco inh | ABHD5-PLIN5 inh | Cardio protect | Exocytosis inh | ABCB6 inh 2 | HTR2A ag | MC4R ag barr | aDG glyco up
O=C(NC1CCCCC1)C(c1ccco1)N(C(=O)C(F)(F)F)C1CC1 (stereo not drawn) | 8.1 | 5 | -1 | -2 | -6 | 1 | 98 | 2 | 1.7 | 0.4
CCCCCCn1cc(CN2CC(N3CCN(CCO)CC3)CS2(=O)=O)nn1 (stereo not drawn) | 2.2 | · | · | -2 | · | -5 | 98 | 2 | · | -0.1
O=C(NCc1ccco1)C1CCCN(c2nnc(-n3cccc3)s2)C1 (stereo not drawn) | -0.3 | 3 | 0 | 0 | 4 | 2 | 95 | 1 | 0.6 | -0.3
Nc1nc(NCCN2CCOCC2)nc(NCc2ccccc2)c1[N+](=O)[O-] | -0.4 | -4 | -3 | 5 | 40 | 17 | 98 | 0 | -2.2 | -0.2
COc1cccc(CNC(=O)CCl)c1 | 2.6 | 4 | 3 | 0 | -1 | 0 | 97 | -4 | -4.3 | -0.1
CC(C)(C)c1cc(C(=O)NCc2ccco2)ccn1 | 1.5 | 2 | -2 | 3 | 2 | 0 | 101 | -1 | -2.8 | 0.0
Cc1nn(CC(=O)Nc2ccc(C(=O)N3CCCC3)cc2)c(=O)c2ccccc12 | -0.9 | 8 | 1 | 7 | -2 | 6 | 96 | 0 | 1.3 | 0.0
CC(NC(=O)CSc1ccc(S(=O)(=O)N2CCOCC2)cn1)c1ccc(Cl)cc1Cl (stereo not drawn) | -1.1 | 9 | 0 | 6 | -6 | -5 | 99 | 2 | 0.1 | 0.0
COc1ccc(NC(=S)Nn2cnnc2)cc1OC | 8.7 | 11 | 1 | -8 | -6 | -1 | 96 | 0 | 1.4 | -0.2
CCN(CCNC(=O)CC1Oc2ccccc2NC1=O)c1ccccc1 (stereo not drawn) | 7.5 | 2 | 0 | -3 | -5 | -5 | 108 | -8 | -1.3 | 0.2
NCCNc1ccc([N+](=O)[O-])c(NC2CC2)c1 | -0.6 | 2 | 0 | -1 | 26 | -8 | 96 | -2 | -0.9 | -0.5
